KDM4E inh – inhibitors of human JMJD2E histone demethylase | AID 2147 | Potency, µM (highest dose often 57.1 µM), for inactives: at the highest dose activity change, negative = inhibition, most hits filed as inhibitors | actives 1.6% (n = 230,000) | JMJD2E catalytic domain, FDH-coupled NADH fluorescence (FDH is formaldehyde dehydrogenase) | B2RXH2; active means well fitted inhibition curve with a large enough effect, not every such curve was filed as active; inconclusive means small, poorly fitted or top-dose-only effect, or another doubt; inactive means no such curve, though single readings can be large or run the other way;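 further: 0% = wells with enzyme and -100% = buffer wells without enzyme; nearly all actives have a fitted effect of over 50% in size; many of its hits are not listed in these tables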
Target sequence (B2RXH2 1-337 limits assumed): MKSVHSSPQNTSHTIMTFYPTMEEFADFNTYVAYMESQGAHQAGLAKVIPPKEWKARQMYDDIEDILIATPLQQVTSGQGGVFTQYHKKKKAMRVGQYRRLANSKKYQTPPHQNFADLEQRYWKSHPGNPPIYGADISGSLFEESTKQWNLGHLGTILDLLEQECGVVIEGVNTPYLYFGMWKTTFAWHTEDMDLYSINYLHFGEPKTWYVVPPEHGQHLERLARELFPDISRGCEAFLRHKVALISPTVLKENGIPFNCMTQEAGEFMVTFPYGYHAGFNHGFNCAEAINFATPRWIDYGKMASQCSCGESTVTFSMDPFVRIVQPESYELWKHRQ
Tau ThT inhib – inhibitors of human tau fibril formation, thioflavin T binding | P10636 | recombinant tau K18 P301L (four-repeat tau fragment), heparin-induced fibrillization, ThT fluorescence | Potency, µM (doses to about 57.4 µM), for inactives: at the highest dose activity, negative = inhibition, most hits filed as inhibitors | actives 2.1% (n = 270,000) | AID 1460; further: on the % scale 0 is the no-effect control and ±100 the full control effect; nearly all actives have a fitted effect of over 55% in size
Target sequence (P10636 561-689 P618L limits assumed): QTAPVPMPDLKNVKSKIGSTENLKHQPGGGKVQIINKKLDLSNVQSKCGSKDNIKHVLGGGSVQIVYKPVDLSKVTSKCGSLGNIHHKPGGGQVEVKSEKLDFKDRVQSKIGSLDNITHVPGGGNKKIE
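Heparin-induced fibrillization of the P301L-mutant K18 repeat-domain fragment of human tau was followed by ThT binding in quantitative high-throughput format.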
L3MBTL1 inh – L3MBTL1 (human) inhibition; AlphaScreen L3MBTL1–H3K9me1 peptide binding; Potency, µM (highest dose often 57.1 µM), for inactives: top-dose activity, negative = inhibition, hits mostly inhibitors; actives 0.66% (n = 230,000); further: on the % scale 0 is the no-effect control and ±100 the full control effect; nearly all actives have a fitted effect of over 60% in size
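AlphaScreen proximity signal between nickel-chelate acceptor and streptavidin donor beads (final 10 ug/mL) reports binding of 50 nM L3MBTL1 to 75 nM biotin-H3 K9me1 peptide; complex incubated with compounds 30 min at room temperature; cefsulodin titration as control.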
ALDH1A1 inh – blocks purified human ALDH1A1 activity; Purified ALDH1A1, NADH fluorescence, propionaldehyde substrate; actives 7.3% (n = 220,000); AID 1030; Potency, µM (doses to about 75.3 µM), without a hit: at the top dose activity, negative = inhibition, actives largely listed as inhibitors; active means well fitted inhibition curve with a large enough effect, not every such curve was filed as active; inconclusive means small, poorly fitted or top-dose-only effect, or another doubt; inactive means no such curve, though single readings can be large or run the other way;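 further: plate controls were no enzyme wells and a reference inhibitor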
RECQ1 inh – inhibitors of human RECQ1 DNA helicase. P46063. Potency, µM (highest dose often 57.3 µM), for inactives: top-dose activity, negative = inhibition, actives largely listed as inhibitors. RECQ1 DNA unwinding, red fluorescence kinetic read. actives 0.54% (n = 240,000);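 further: plate controls were vehicle for no effect and no enzyme for full effect; nearly all actives have a fitted effect of over 30% in size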
Target sequence (P46063 whole entry, looked up): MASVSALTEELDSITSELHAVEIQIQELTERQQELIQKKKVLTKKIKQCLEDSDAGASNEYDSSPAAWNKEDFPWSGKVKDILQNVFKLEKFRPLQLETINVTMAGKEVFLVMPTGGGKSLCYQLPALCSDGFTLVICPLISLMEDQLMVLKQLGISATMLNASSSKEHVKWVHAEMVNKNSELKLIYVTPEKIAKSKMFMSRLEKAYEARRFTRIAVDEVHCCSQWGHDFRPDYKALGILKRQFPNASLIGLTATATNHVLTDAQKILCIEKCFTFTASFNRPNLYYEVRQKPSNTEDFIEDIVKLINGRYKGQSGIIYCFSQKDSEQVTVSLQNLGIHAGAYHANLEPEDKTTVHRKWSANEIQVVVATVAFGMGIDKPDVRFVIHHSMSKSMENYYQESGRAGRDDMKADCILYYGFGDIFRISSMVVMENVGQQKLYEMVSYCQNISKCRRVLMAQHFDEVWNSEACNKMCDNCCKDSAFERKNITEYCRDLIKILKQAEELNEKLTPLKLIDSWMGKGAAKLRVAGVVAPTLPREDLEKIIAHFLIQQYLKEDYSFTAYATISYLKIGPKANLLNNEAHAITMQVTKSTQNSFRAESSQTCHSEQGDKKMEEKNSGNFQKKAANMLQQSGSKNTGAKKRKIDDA
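RECQ1T1 50 nM; forked duplex (20 bp + 30-nt ss tails) 200 nM, ATP 2 mM final; pH 8.0, 2 mM MgCl2, 2.5 ug/ml poly(dI-dC); 15 min compound preincubation; discontinuous kinetic read over 2 h at RT.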
SMN2 splice enh – SMN2 splice variant enhancement. HEK293 SMN2-luciferase splicing reporter, luminescence, 30-36 h. Potency, µM (top dose mostly 46.1 µM), without a hit: top-dose activity change, positive = activation, hits mostly activators. actives 2.8% (n = 210,000). AID 1458; further: % of control where 0% means no effect; nearly all actives have a fitted effect of over 55% in size
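HEK293 cells carry an SMN2 […]–luciferase reporter in which exon 7 inclusion puts luciferase in frame. Cells were plated 10-12 h before compound addition, then incubated 30-36 h at 37C. ONE-Glo luminescence was read; sodium butyrate at 4.5 mM final served as control.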
KinaseGlo FLuc – counter-screen: inhibitors of Kinase-Glo firefly luciferase. Q27757. Kinase-Glo luciferase, ATP luminescence, 8 min. Potency, µM (titrated, usually from 38.3 µM), for inactives: top-dose activity change, negative = inhibition, most hits filed as inhibitors. actives 0.28% (n = 200,000); further: on the % scale 0 is the no-effect control and ±100 the full control effect; nearly all actives have a fitted effect of over 60% in size
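Luminescence was the read-out, taken after 8-minute incubation at ambient temperature. Luciferase turned over luciferin with 10 uM ATP in imidazole pH 7.2 buffer containing KCl, MgCl2, Tween 20 and BSA.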
LMNA splice mod – changes lamin A minigene splicing in HeLa cells | Potency, µM (top dose mostly 46.1 µM), for the others: top-dose ratio change, negative = inhibition, usual class: inhibitors | actives 0.01% (n = 200,000) | HeLa LMNA splicing GFP/RFP minigene ratio, 48 h; active means well fitted inhibition curve with a large enough effect in the signal ratio, with a control signal flat, not every such curve was filed as active; inconclusive means small, poorly fitted or top-dose-only effect, or effect the other way, or a change in a side signal; the % refers to the signal ratio; further: on the % scale 0 is the no-effect control and ±100 the full control effect
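S3 HeLa stable clones carrying a lamin A-EGFP splicing minigene plus DsRed2 were seeded at 600 cells/well in Opti-MEM with 2% FBS, pin-dosed and incubated 48 h at 37°C. Acumen cytometry (488 nm) gave the GFP/RFP total-intensity ratio.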
Numbers without * were called inactive; i = inactive; u = inconclusive; x = no result given; & = joins results of further samples; [ ] = remark or other dose. Unless noted, the call rests on the fitted dose curve; in most records, active means well fitted curve in the direction sought with a large enough effect; inconclusive means small, poorly fitted or top-dose-only effect, or another doubt; inactive means no such curve, though single readings can be large; an effect the other way counts as inactive or inconclusive. Potency means the concentration at half of the fitted maximal effect. A portion of the library; the hit share may differ from the screen's.

1	O=C(COc1ncnc2ccccc12)NCc1ccco1
2	Cc1ccc(CN=c2c([N+](=O)[O-])nn(-c3ccc(Cl)cc3)n2O)cc1
3	Cc1nn(CC(=O)Nc2ccc3c(c2)nc2n3CCOC2)c(=O)c2ccccc12
4	O=c1c2ccccc2c(C=Nc2ccc(S(=O)(=O)Nc3ncccn3)cc2)c(O)n1-c1cccc(Cl)c1
5	CCOC(=O)c1sc(=S)n(CC)c1NC(=O)C1CC1
6	Nn1cnnc1SCC(=O)Nc1ccc2c(c1)OCCO2

entry no.	1	2	3	4	5	6
KDM4E inh	0%	0%	-7%	u	-4%	7%
Tau ThT inhib	-11%	7%	-12%	3%	-10%	-2%
L3MBTL1 inh	x	-18%	x	5%	x	-5%
ALDH1A1 inh	-6%	-10%	u	4%	0%	-3%
RECQ1 inh	-15%	i	-7%	26%	-2%	-10%
SMN2 splice enh	-12%	-5%	-31%[inhibitor]	22%	4%	28%
KinaseGlo FLuc	-1%	0%	-1%	0%	0%	-3%
LMNA splice mod	x	x	11%	-11%[46 µM]	-8%	2%

7	O=C(CSCc1ccc(Cl)cc1)NCc1ccc2c(c1)OCO2
8	O=C(NCc1cccs1)C1CCN(c2nccs2)CC1
9	CCNCc1cc(Cl)cc(OC)c1OC(C)C
10	S=C(NCCc1ccc(Cl)cc1)Nc1ccc(Cl)cc1Cl
11	O=C(CSc1nnc(Cc2cccs2)n1Cc1ccco1)Nc1ccc(Cl)cc1Cl
12	O=C(Cc1ccc(Cl)cc1)NCCN1CCCC1

entry no.	7	8	9	10	11	12
KDM4E inh	2%	-5%	-1%	3%	-20%	5%
Tau ThT inhib	3%	-13%	8%	-8%	u	2%
L3MBTL1 inh	x	-1%	-10%	26%	-8%	x
ALDH1A1 inh	-5%	u	u	2%	u	1%
RECQ1 inh	-7%	i	2%	-1%	-29%	i
SMN2 splice enh	-4%	-1%	17%	-9%	-33%[inhibitor]	u
KinaseGlo FLuc	-1%	8%	-1%	2%	0%	1%
LMNA splice mod	6%	5%	-9%	u	u	1%

13	CCc1nnc(NC(=O)C2CC(=O)N(c3ccc(C)cc3)C2)s1 (stereo unspecified)
14	CCOC(=O)c1cc2c(N)c(C(=O)c3ccc(Br)cc3)sc2[nH]c1=O
15	c1ccc2c(c1)CCN(c1ncnc3nc[nH]c13)C2
16	Fc1ccc(CCNC(=S)Nc2ccc(F)c(Cl)c2)cc1
17	O=C(N1CCCCCC1)N1CCN(C(=O)N2CCCCC2)CC1
18	O=C(Nc1nnc(CCc2ccccc2)s1)c1cccs1

entry no.	13	14	15	16	17	18
KDM4E inh	-8%	6%	2%	-6%	3%	-27%
Tau ThT inhib	-15%	u	-2%	15%	11%	5%
L3MBTL1 inh	x	-6%	10%	16%	x	-2%
ALDH1A1 inh	-13%	-7%	-3%	5%	u	7%
RECQ1 inh	16%	i	8%	i	i	-6%
SMN2 splice enh	u	-20%	-14%	8%	21%	26%
KinaseGlo FLuc	3%	-3%	0%	5%	-1%	2%
LMNA splice mod	-7%	x	u	-21%[46 µM]	-2%	3%

Brought forward from above: 2 compounds, then new ones.
17	O=C(N1CCCCCC1)N1CCN(C(=O)N2CCCCC2)CC1
18	O=C(Nc1nnc(CCc2ccccc2)s1)c1cccs1
19	COC(=O)C(=Cc1cc(Br)c(OC)c(Br)c1)C(=O)OC
20	O=C(Cc1cccc2ccccc12)Nc1nc(-c2cccc([N+](=O)[O-])c2)cs1
21	N#CC1=C(O)C(c2ccccc2)n2c1nc(=O)c1ccccc12 (stereo unspecified)
22	Cc1ccc(C2NC(=S)NC3=C2N2CCC3CC2)cc1 (stereo unspecified)
23	N#C/C(=C\c1ccc[nH]1)S(=O)(=O)c1ccccc1
24	Cc1sc(NC(=O)CCCC(=O)O)c(C#N)c1C

entry no.	17	18	19	20	21	22	23	24
KDM4E inh	3%	-27%	-5%	9%	u	2%	-6%	2%
Tau ThT inhib	11%	5%	u	-9%	-10%	0%	5%	-3%
L3MBTL1 inh	x	-2%	x	15%	-14%	10%	-13%	x
ALDH1A1 inh	u	7%	0%	-7%	u	8.9µM*	6%	2%
RECQ1 inh	i	-6%	0%	-2%	14%	i	-18%	17%
SMN2 splice enh	21%	26%	-8%	-7%	-12%	-8%	-5%	u
KinaseGlo FLuc	-1%	2%	-1%	0%	0%	-1%	-2%	-1%
LMNA splice mod	-2%	3%	x	-8%	2%	3%	-11%	3%

Nothing new here: 2 of the compounds above.
21	N#CC1=C(O)C(c2ccccc2)n2c1nc(=O)c1ccccc12 (stereo unspecified)
22	Cc1ccc(C2NC(=S)NC3=C2N2CCC3CC2)cc1 (stereo unspecified)

entry no.	21	22
KDM4E inh	u	2%
Tau ThT inhib	-10%	0%
L3MBTL1 inh	-14%	10%
ALDH1A1 inh	u	8.9µM*
RECQ1 inh	14%	i
SMN2 splice enh	-12%	-8%
KinaseGlo FLuc	0%	-1%
LMNA splice mod	2%	3%

Carrying on:
25	COc1ccc(C2=NCCNC(C(F)(F)F)=C2)cc1
26	CC(C)(C)c1ccc(-c2nnc(SCCN3C(=O)c4ccccc4C3=O)o2)cc1
27	CCOC(=O)Cc1csc(NC(=O)c2ccoc2C)n1
28	O=C(O)C(=O)/C(=C\c1ccc([N+](=O)[O-])cc1)c1ccc2ccccc2n1
29	CCOC(=O)CSc1nnc(CNC(=O)Cc2ccccc2)n1-c1ccccc1OC
30	COCC(=O)NCCc1nc(-c2ccccc2)cs1

entry no.	25	26	27	28	29	30
KDM4E inh	8%	4%	0%	-21%	2%	-4%
Tau ThT inhib	-3%	u	-15%	16µM*	-12%	-9%
L3MBTL1 inh	0%	x	-4%	1%	8%	2%
ALDH1A1 inh	4%	-15%	u	11µM*	0%	9%
RECQ1 inh	i	-20%	-4%	u	i	i
SMN2 splice enh	9%	9%	26%	13µM*	-12%	4%
KinaseGlo FLuc	-5%	1%	u	0%	9%	7%
LMNA splice mod	7%[46 µM]	14%	-6%	-9%[46 µM]	1%	7%

Next records:
nr	Molecule	KDM4E inh	Tau ThT inhib	L3MBTL1 inh	ALDH1A1 inh	RECQ1 inh	SMN2 splice enh	KinaseGlo FLuc	LMNA splice mod
31	CC1(C)CC(=O)C2=C(C1)N(CCN1CCOCC1)C1=C(C(=O)CC(C)(C)C1)C2c1cccc(Cl)c1	u	-11%	1%	u	-2%	13%	-2%	7%
32	Cc1ccc(S(=O)(=O)NCC(=O)OCC(=O)N2CCc3ccccc32)cc1	5%	u	-7%	0%	i	2%	0%	-4%
33	O=c1[nH]c2ccccc2n1CCCSc1cnc2ccccc2n1	-3%	u	-13%[11.4 µM]	-2%	u	-18%	1%	-29%
34	CC(NC(=O)CSc1ncnc2nc[nH]c12)c1ccccc1 (stereo unspecified)	-5%	-4%	5%	6%	-4%	0%	1%	-15%
35	CC(C)(O)C(=O)NNC(=S)Nc1ccc(F)c(Cl)c1	-8%	1%	0%	u	-7%	21%	0%	-1%[46 µM]
36	O=C1CC(C(=O)NCc2ccccc2)C2(CCCC2)O1 (stereo unspecified)	8%	-6%	7%	2%	i	1%	-1%	u
37	Cc1ccc([N+](=O)[O-])c2c1C(N1CCCC1)C(C)(C)O2 (stereo unspecified)	-16%	-17%	-10%	u	0%	4%	-2%	27%[9.22 µM]
38	Oc1ccccc1CNc1ncc(Br)cc1Br	-9%	-9%	4%	-8%	-3%	-11%	-1%	11%[0.0737 µM]
39	COc1ccc(N=C(N(C)C)P(=O)(N(C)C)N(C)C)cc1	10%	0%	17%	-6%	-3%	-15%	0%	6%
40	Cc1cc(C)cc(C(=O)NCC(=O)OCc2cc([N+](=O)[O-])cc3c2OCOC3)c1	0%	12%	21%	-1%	-2%	4%	0%	-13%
41	Cc1ccc(CN2C(=O)CCC2C(=O)NCCCN2CCC(C)CC2)cc1 (stereo unspecified)	-2%	6%	1%	10%	-5%	-3%	-1%	13%
42	O=C(NNC(=O)c1cnccc1C(F)(F)F)c1ccc(Cl)cc1	3%	-12%	8%	10%	13%	x	x	x
43	CCOC(=O)Nc1ccc2c(c1)nc(CN1CCOCC1)n2C	-1%	-10%	11%	0%	-3%	7%	2%	-14%
44	CCCSc1ncccc1C(=O)O	-4%	-11%	9%	9%	-3%	x	x	u
45	C1CN(CC23CC4CC(CC(C4)C2)C3)CCO1	u	-6%	9%	8%	-19%	-1%	-1%	-5%
46	COC(=O)[C@H](C)NC(=O)NC1CCN(Cc2ccccc2)CC1	9%	3%	x	2%	i	0%	-4%	-5%
47	Cc1cc(C)cc(NC(=O)Nc2ccc(-n3ccc(C(F)(F)F)n3)cc2)c1	-20%	3%	8%	x	i	x	x	x
48	CCCCCCC1CCC(C(=O)N2CCOCC2)CC1 (stereo unspecified)	3%	-13%	-2%	-4%	i	-4%	0%	18%[46 µM]
49	Clc1ccc2[nH]c3c(NCCN4CCOCC4)ncnc3c2c1	u	-7%	3%	-15%	-6%	-10%	-4%	-10%
50	COc1cc(OC)c(C(=O)CCCCN2CCC3(CC2)NC(=O)NC3=O)cc1NS(=O)(=O)c1ccc(C(F)(F)F)cc1	2%	-1%&1%	x	3%&-4%	15%&-5%	-2%	2%	x
51	Cc1noc(C)c1COc1ccc(C(=O)OCC(=O)c2ccc3c(c2)OCCO3)cc1	1%	u	x	5%	-1%	-33%[inhibitor]	3%	0%
52	CCOC(=O)C(C(=O)OCC)C1CS(=O)(=O)CC1C(C(=O)OCC)C(=O)OCC (stereo unspecified)	4%	-1%	2%	-6%	-7%	-12%	-2%	-11%
53	Cc1nc([N+](=O)[O-])c(Br)n1CC(=O)c1ccc(F)cc1	-1%	u	x	-3%	i	-15%	-1%	u
54	CCOC(=O)N1CCC(NC(=O)C2CCN(C(=O)N3CCOc4ccccc43)CC2)CC1	2%	-5%	x	-16%	i	-35%	-6%	-6%
55	Cc1c(C(=O)Nc2ccncc2)sc2nc(-c3ccccc3)cn12	u	-13%	2%	u	-11%	-75%[inhibitor]	0%	u
56	CCOC(=O)C1=C(C)OC(N)=C(C#N)C1c1cc2c(cc1Br)OCO2 (stereo unspecified)	u	u	-6%	u	-7%	-2%	-2%	1%

From PubChem
